PPC-1+TRAIL kill – PPC-1 cancer cell killing with TRAIL present; PPC-1 cells + TRAIL, ATPLite viability luminescence; cell killing (% activity), % at 4 µM; actives 0.41% (n = 220,000);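 active = cell killing above 50% in the first pass at 4 µM, then a duplicate retest at 5 µM averaging 50% or more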;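 note: plate controls were cells with TRAIL plus DMSO for no effect and medium-only wells lacking cells for full effect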
RBBP9 inh – human RBBP9 hydrolase inhibition; O75884; inhibition, % at 7.94 µM; recombinant RBBP9, FP-Rh probe fluorescence polarization; AID 1515; actives 0.2% (n = 220,000);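 active = inhibition above the campaign mean of all tested compounds plus 3 SD, cut at about 14% in these data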;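 note: plate controls were DMSO wells with RBBP9 for no effect and wells lacking RBBP9 protein for full effect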
Target sequence (O75884 whole entry, looked up): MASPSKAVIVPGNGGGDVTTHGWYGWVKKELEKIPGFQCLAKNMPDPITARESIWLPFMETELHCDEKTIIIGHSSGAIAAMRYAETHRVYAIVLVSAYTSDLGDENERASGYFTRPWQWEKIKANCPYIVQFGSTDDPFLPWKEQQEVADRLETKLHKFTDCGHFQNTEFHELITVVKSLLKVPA
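System: RBBP9 protein | Quantity: 2.5 µM RBBP9 dispensing solution, before mixing | Reagent: FP-Rh probe, 375 nM dispensing solution | Timing: Enzyme-compound preincubation 30 min, then probe labeling 45 min, 25 °C | Measured by: Fluorescence polarization | Read-out: % inhibition | Replication: One well per compound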
TNF death inh – inhibitors of TNF-alpha induced necroptosis in Jurkat FADD-/- cells | activation (protection from cell death), % at 10 µM | AID 463075 | actives 0.068% (n = 220,000) | Jurkat FADD-/- TNF necroptosis rescue, ATP luminescence, 24 h; 0 = TNF only, 100 = no-TNF cells;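 active = activation, meaning protection from cell death, of at least 50% relative to plate controls; inactive = activation below 50%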;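 note: necroptosis triggered by 40 ng/mL TNF-alpha added together with compound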
BaF3 tox – reduces parental Ba/F3 cell viability, JAK2V617F counter-screen | inhibition, % at 5.6 µM | AID 1486 | CellTiter-Glo ATP luminescence | actives 1.1% (n = 220,000);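 active = inhibition above a per-campaign cutoff, the mean inhibition of all tested compounds plus 3 SD, cut at about 27% in these data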;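 note: 0% = DMSO wells and 100% = JAK Inhibitor I control wells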
CHOP inh – blocks CHOP induction under ER stress. actives 3.8% (n = 220,000). CHO-K1 CHOP-promoter luciferase, tunicamycin-induced, 15-18 h. AID 2732. inhibition, % at 10 µM;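 active = compounds that reduced the stress-induced luciferase reporter signal by more than about 70% of percent inhibition, limit read from the data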;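 note: 0% = tunicamycin plus vehicle and 100% = wells without tunicamycin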
TRPML3 ag – human mucolipin-3 channel agonism; Q8TDD5; HEK293 TRPML3-YFP, Fluo-8 calcium fluorescence; 100% = the carbachol control signal; activation, % at 3 µM; actives 0.29% (n = 220,000);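 active = activation above its plate's cutoff, the mean activation of the plate's test wells plus 3 SD, cut at about 12% in these data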;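 note: 0% = DMSO only wells and 100% = carbachol wells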
Target sequence (Q8TDD5 whole entry, looked up): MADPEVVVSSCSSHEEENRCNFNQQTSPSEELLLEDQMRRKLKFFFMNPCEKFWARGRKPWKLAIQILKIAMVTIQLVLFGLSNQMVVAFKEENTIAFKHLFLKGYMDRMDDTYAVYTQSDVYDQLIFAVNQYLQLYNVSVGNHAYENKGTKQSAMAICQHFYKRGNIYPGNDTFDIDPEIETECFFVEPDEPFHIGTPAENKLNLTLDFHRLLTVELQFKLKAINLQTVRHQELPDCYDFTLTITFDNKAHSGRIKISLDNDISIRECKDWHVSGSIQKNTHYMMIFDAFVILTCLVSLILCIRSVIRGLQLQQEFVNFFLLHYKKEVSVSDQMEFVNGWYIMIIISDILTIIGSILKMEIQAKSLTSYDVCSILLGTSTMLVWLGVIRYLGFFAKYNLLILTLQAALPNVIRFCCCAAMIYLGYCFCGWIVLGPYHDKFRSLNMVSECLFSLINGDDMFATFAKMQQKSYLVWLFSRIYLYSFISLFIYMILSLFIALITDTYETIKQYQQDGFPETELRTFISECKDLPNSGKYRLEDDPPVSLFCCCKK
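Test system: HEK293 cells stably carrying human TRPML3-YFP; Doses: single dose, 3 µM final nominal compound, 0.3% DMSO final; Schedule: dye loading 1 h 37 °C then 30 min ambient, 125 s read; Technique: Fluo-8 calcium fluorescence; Benchmarks: high control carbachol 87 µM, low control DMSO.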
Wee1 stabilizer – human Wee1 degradation inhibition, primary screen. reporter increase, % at 5 µM. AID 1321. actives 1.2% (n = 220,000). HeLa Luc-Wee1K328M stability, luciferase luminescence; 100% = proteasome inhibitor MG132 effect;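 active = activation above the mean of all tested compounds plus 3 SD, set per screening run, cut at about 8.8% in these data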;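 note: cells exposed to compound for 20 h before luminescence read; 0% = DMSO alone and 100% = MG132 at 30 µM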
TRPN1 ag – agonists of zebrafish TRPN1 channel. AID 1424. HEK293 zebrafish TRPN1-YFP, Fluo-8 calcium fluorescence; 100% = response to 87 µM carbachol. actives 0.18% (n = 220,000). activation, % at 3 µM;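 active = activation above its plate's cutoff, the mean activation of test wells on that plate plus 3 SD, cut at about 19% in these data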;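 note: 0% = DMSO alone and 100% = 87 µM carbachol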
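Material – zebrafish TRPN1-YFP in HEK293 cells · Doses – 3 µM single point · Schedule – dye 1 h 37 °C plus 30 min RT · Signal – Fluo-8 calcium fluorescence, excitation 470-495 nm, emission 515-575 nm · Read-out – % activation versus carbachol response · Control set – carbachol high, DMSO low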
Ba/F3 V617F tox – reduce viability of Ba/F3 cells dependent on JAK2V617F; inhibition, % at 5.6 µM; actives 1.1% (n = 220,000); Ba/F3 EpoR-JAK2V617F viability, ATP luminescence;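 active = inhibition above the campaign mean plus 3 SD over all tested compounds, cut at about 24% in these data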;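 note: cytokine-independent growth of Ba/F3 cells driven by EpoR plus mutant JAK2; 0% = DMSO-treated cells and 100% = JAK inhibitor I control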
Numbers without * were called inactive. No enrichment for hits; any-hit rate near 6.8%.

SMILES	PPC-1+TRAIL kill	RBBP9 inh	TNF death inh	BaF3 tox	CHOP inh	TRPML3 ag	Wee1 stabilizer	TRPN1 ag	Ba/F3 V617F tox
CCCOc1ccc(Cn2c(O)cc(=O)[nH]c2=O)cc1	18.1	-2.6	-2.0	-0.1	25.3	0.6	3.0	0.9	0.1
N#CCSc1nccc(-c2cc(Cl)sc2Cl)n1	6.2	-5.4	-0.6	2.5	-23.0	0.0	1.5	-0.2	-2.3
CCOC(=O)C1(CCc2ccccc2)CCN(C(=O)c2ccoc2)CC1	2.6	-6.9	0.4	3.2	-0.5	-0.4	2.5	-1.3	5.5
Cc1ccccc1NC(=O)CSc1nnnn1C	-7.0	-1.0	-3.3	6.8	-7.4	0.0	-2.1	0.1	1.3
Cc1cc(F)ccc1N1CCC(N2CCN(CCC(C)C)C(CCO)C2)CC1 (stereo not given)	-3.3	-6.2	1.1	6.6	18.1	1.3	-0.6	4.5	5.9
CO/N=C/NC(=O)c1c(OC)ccnc1Oc1ccc(Cl)cc1	8.5	2.9	-1.3	1.4	-15.4	0.0	0.5	2.0	-1.6
Cc1ccc(C(=O)N/C(=C\c2cccs2)C(=O)NCc2ccncc2)cc1	24.0	-6.1	-2.4	4.9	-4.1	0.7	3.7	1.4	-2.8
Cc1cccc(COCC(Cc2ccccc2)N2CCN(C(=O)c3ccc(C(F)(F)F)cc3)CCC2=O)c1 (stereo not given)	5.3	3.3	0.3	5.9	24.9	-0.9	-1.6	-0.4	2.5
CCC(C)(C)n1nnnc1C(c1ccc(O)cc1)N1CCc2ccccc2C1 (stereo not given)	2.7	-5.3	1.6	1.9	7.5	-0.7	-1.7	-1.7	-2.5
Cn1c(Cl)c(/C=N/OC(=O)c2ccc(Cl)cc2)c2ccccc21	-11.8	-6.8	-4.8	4.2	23.6	-0.1	3.6	0.7	-2.3
CCC(=O)Nc1ccc2nc(SCC(=O)N3CCOCC3)sc2c1	-6.6	-8.2	1.0	7.5	2.1	1.5	-0.3	2.1	-1.3
O=C(O)CC(CC(=O)Nc1ccc(C(=O)O)cc1)c1ccccc1 (stereo not given)	-12.6	-4.1	1.6	-3.3	-1.9	0.5	0.5	2.0	3.8
COc1cccc(C(=O)OCCN2CCOCC2)c1	12.2	-4.8	0.5	0.0	-0.4	0.4	5.3	2.1	3.6
COc1cc(C2=NOC(C(=O)N3CCN(c4ccc(F)cc4)CC3)C2)cc(OC)c1OC (stereo not given)	9.7	-1.2	-3.8	-0.7	10.4	0.3	-3.0	-0.3	-1.0
Cc1ccc(CSC2=NCCN2C(=O)c2ccc([N+](=O)[O-])cc2)cc1	13.2	4.4	-0.6	5.6	24.5	-0.5	1.4	-1.5	0.0
COc1ccc(CCC(=O)NCCc2nc3ccccc3[nH]2)cc1	17.5	-2.6	1.6	3.7	1.6	0.3	-0.4	-0.4	-2.4
O=C(CC(Nc1ccccc1Cl)C(=O)O)c1ccccc1 (stereo not given)	5.3	-6.8	0.8	0.2	-21.8	0.5	-0.4	0.1	-2.8
COc1cccc(NS(=O)(=O)c2ccc3[nH]cc(C(=O)NC4CC4)c(=O)c3c2)c1	8.6	-5.6	0.9	4.7	21.7	0.5	-2.1	1.6	-2.3
COc1ccc2c(c1)/C(=N/N1C(=O)c3ccccc3C1=O)C(=O)N2	3.8	-7.2	-0.6	7.0	1.9	1.0	4.3	0.0	2.1
O=C1CS/C(=N\C(=O)N2c3ccccc3Sc3ccccc32)N1	-0.2	-2.9	-0.5	7.8	49.1	-0.1	-1.4	0.0	-0.6
CCN(C(=O)COc1cccnc1[N+](=O)[O-])C1CCS(=O)(=O)C1 (stereo not given)	8.8	-8.9	0.6	-1.1	-1.6	1.3	-0.5	-0.9	1.5
O=C(NN1CCOCC1)c1cc(S(=O)(=O)Nc2cccc(C(F)(F)F)c2)ccc1Cl	-4.2	-10.5	1.3	0.0	-15.0	0.4	1.4	-0.6	-1.7
Nc1nncn1C(=O)c1cc(Br)ccc1Cl	-30.7	-3.2	-1.2	2.2	-16.5	0.4	0.0	-0.9	-1.9
COc1ccccc1N1C(=O)C2C(C(=O)c3ccccc3)=NN(c3ccccc3)C2C1=O (stereo not given)	13.4	-3.0	-0.9	-0.1	2.8	1.0	-1.4	4.0	1.0
COc1ccc(OC)c(-c2cc(C(=O)Nc3c(C)n(C)n(-c4ccccc4)c3=O)no2)c1	2.0	-6.0	-3.1	-2.2	53.6	-0.5	3.6	-1.0	0.4
CCN(CC)C(=O)Nc1cnc2ccccc2c1	1.3	-7.6	3.2	1.6	-8.6	0.3	-1.6	1.7	-4.3
Cc1ccc(O)c(C2=NNC(O)(C(F)(F)F)C2)c1 (stereo not given)	37.6	-8.2	-19.1	5.3	36.8	0.3	0.8	-1.2	-1.0
CCN(CC)CCCN(C(=O)c1ccco1)c1nc(-c2ccc(C)cc2)cs1	9.8	-4.4	0.9	8.2	-8.2	1.1	0.2	0.8	-3.5
CC(=O)OCC(=O)N1CCN(c2ccc([N+](=O)[O-])cc2)CC1	-0.3	-4.9	1.7	7.7	4.6	0.4	-2.2	1.9	-1.3
O=C1C2CCCN2C(=O)N1CCCCN1CCN(c2ccc(F)cc2)CC1 (stereo not given)	8.4	-8.2	0.4	1.7	5.8	1.0	-0.3	0.6	-4.0
COc1ccc(C2Nc3ccc4ccccc4c3-c3c2c(=O)oc2ccccc32)cc1 (stereo not given)	29.2	-3.1	-12.2	8.1	66.1	0.6	2.3	0.3	5.0
COc1cc([N+](=O)[O-])c2ncsc2c1	4.4	-4.9	0.3	6.4	36.1	0.6	-1.3	1.3	0.5
CCN(CC)S(=O)(=O)c1ccc(NC2c3ccccc3C(=O)N2Cc2ccc3c(c2)OCO3)cc1 (stereo not given)	10.7	-5.5	1.1	14.9	7.2	-0.1	1.1	1.3	7.7
CCN(CC)S(=O)(=O)c1ccc(NC2=NS(=O)(=O)c3ccccc32)cc1	9.5	0.6	1.2	2.6	1.3	1.4	-3.5	-0.4	-5.0
CC(=C/c1ccccc1)/C=N/Nc1nc(N2CCCCC2)nc(N2CCCCC2)n1	1.1	-4.0	1.6	3.1	50.4	0.8	-3.4	0.0	1.6
COCCCNC(=O)c1c(NC(=O)c2cccs2)sc2c1CCCC2	28.3	-2.8	0.2	0.1	45.5	0.3	-1.5	0.7	-1.5
O=C(NCc1cccnc1)c1ccc(N2CCOCC2)c([N+](=O)[O-])c1	15.0	6.9	-1.0	1.6	-9.6	1.6	2.4	2.6	-1.0
CC(=O)c1ccc(NC(=S)NCc2ccc(Cl)cc2Cl)cc1	1.3	-20.1	0.6	-0.1	69.0	4.4	6.2	11.7	-4.5
Cc1occc(=O)c1OC(=O)Nc1ccc(Cl)c(Cl)c1	8.1	-59.2	-6.7	3.2	96.1*	4.3	2.8	4.2	-1.3
Cc1ccc2nc(N/C(=N/S(=O)(=O)c3cccs3)c3ccccc3Cl)sc2c1	27.8	0.0	-0.1	9.1	-18.6	0.4	2.9	-0.3	1.7

Grouped by structure, the entries above with a COOH group
SMILES	PPC-1+TRAIL kill	RBBP9 inh	TNF death inh	BaF3 tox	CHOP inh	TRPML3 ag	Wee1 stabilizer	TRPN1 ag	Ba/F3 V617F tox
O=C(O)CC(CC(=O)Nc1ccc(C(=O)O)cc1)c1ccccc1 (stereo not given)	-12.6	-4.1	1.6	-3.3	-1.9	0.5	0.5	2.0	3.8
O=C(CC(Nc1ccccc1Cl)C(=O)O)c1ccccc1 (stereo not given)	5.3	-6.8	0.8	0.2	-21.8	0.5	-0.4	0.1	-2.8

The list continues.
SMILES	PPC-1+TRAIL kill	RBBP9 inh	TNF death inh	BaF3 tox	CHOP inh	TRPML3 ag	Wee1 stabilizer	TRPN1 ag	Ba/F3 V617F tox
CC(C)(C)c1ccc(/C=C2/SC(N3CCCC3)=NC2=O)cc1	23.5	-11.1	-1.9	0.5	-14.9	0.1	-0.6	-2.4	-3.2
CCCP(=O)(CCC)CCP(=O)(c1ccccc1)c1ccccc1	-2.2	-1.0	2.4	8.0	-3.0	0.6	-2.4	0.6	0.9
CC1Oc2ccccc2C=C1/C=N/NC(=O)c1ccccc1O (stereo not given)	28.1	-4.1	-2.4	7.7	-1.1	1.4	7.7	11.2	-0.2
CC1(C)CC2CC(C)(CN2C(=O)COC(=O)c2ccc(Cl)cc2N)C1 (stereo not given)	11.2	-4.3	1.5	-0.6	53.8	-0.1	-1.4	0.8	-2.5
Cc1[nH]nc(N)c1-c1ccccc1	14.2	1.2	1.9	8.8	23.4	0.0	-2.0	0.6	0.1
O=C1CC(N2CCCN(C3CC(=O)N(c4ccc(F)cc4)C3=O)CC2)C(=O)N1c1ccc(F)cc1 (stereo not given)	13.9	-7.3	-1.3	4.9	11.1	0.8	2.0	-1.2	-1.5
CCOc1ccc2c(c1)/C(=C(\C(Cl)=C(Cl)Cl)[N+](=O)[O-])N2	4.5	-3.5	-1.8	2.0	-11.4	0.8	0.5	0.2	0.7
COC(=O)C1=C(C)NC(C)=C(C(=O)OC)C1C(=O)OCC(=O)N1c2ccccc2CC1C (stereo not given)	11.8	2.4	-1.2	-2.4	14.7	0.6	-0.9	1.4	5.2
COc1ccc(OCC(=O)NC(=S)Nc2ccccc2F)cc1	23.5	-8.3	1.4	1.8	8.3	0.0	2.0	-1.2	0.2
COc1ccc(/C=C2\NC(=S)N(CC3CCCO3)C2=O)c(OC)c1C (stereo not given)	6.8	-10.5	-0.9	3.4	38.0	-1.0	-0.5	-0.2	0.5
COc1ccc(OC)c2c1sc(=NC(=O)C1CCCCC1)n2C	15.7	2.7	1.4	-3.9	-8.1	1.4	0.1	0.2	-1.9
Cc1ccccc1N(CC(=O)N/N=C/c1cc(Br)c(C)o1)S(C)(=O)=O	-2.3	-2.1	1.4	5.3	25.3	-0.3	-0.7	-0.4	2.7
C=CCn1c(=O)/c(=C/c2ccc(Cl)cc2)s/c1=C(/C#N)c1nnc2n1CCCCC2	-3.1	-1.6	-6.7	4.8	29.2	0.6	-4.1	1.3	2.7
CC(C)(C)N(Cc1ccccc1)C(=O)c1ccc(Cl)cc1[N+](=O)[O-]	1.7	-3.7	1.0	-1.4	33.7	2.1	-1.1	-2.5	-3.7
S=C(Nc1ccc(Cl)cc1Cl)Nc1ccccc1Oc1ccccc1	7.1	-11.3	-5.6	7.7	78.5*	-0.2	0.1	-0.5	-2.4
CC1OC(Nc2ccc(N=Nc3ccccc3)cc2)C(O)C(O)C1O (stereo not given)	9.3	5.5	0.6	4.9	16.1	1.1	0.1	0.1	1.4
O=C(c1ccccc1)c1ccc(OCCCCN2CCCCC2)cc1	-3.6	3.9	0.3	-1.0	-7.4	1.3	-2.7	0.5	0.0

Screening data (PubChem)
